High-throughput results (PubChem)
LYPLA1 counter: LYPLA1 inhibitors, primary screen, counter-screen for PME1 inhibitor project, biochemical, fluorescence polarization, FP-Rh probe ABPP. recombinant LYPLA1. AID 2174, 2009. Acyl-protein thioesterase 1 (Homo sapiens), O75608. hit rate 0.16% among 320,000. inhibition, % at 5.9 µM;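 active = inhibition above the mean of all tested compounds plus 3 SD, set per campaign, cut at about 14% in these data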;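 note: inhibitors block serine hydrolase probe labeling of LYPLA1 so polarization falls; 0% = enzyme with DMSO and 100% = wells lacking LYPLA1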
PAFAH1B2 FP inh: PAFAH1B2 enzyme inhibitors, primary screen, biochemical, fluorescence polarization, human. Platelet-activating factor acetylhydrolase IB subunit alpha2 (Homo sapiens), P68402. recombinant PAFAH1B2, FP-rhodamine activity probe. inhibition, % at 3.39 µM. hit rate 1.2% among 340,000. AID 492953, 2010;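 active = inhibition above the mean of all tested compounds plus 3 SD, cut at about 24% in these data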;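 note: 0% = enzyme with DMSO and 100% = wells lacking PAFAH1B2; many of its hits are not listed in these tables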
Target sequence (P68402 whole entry, looked up): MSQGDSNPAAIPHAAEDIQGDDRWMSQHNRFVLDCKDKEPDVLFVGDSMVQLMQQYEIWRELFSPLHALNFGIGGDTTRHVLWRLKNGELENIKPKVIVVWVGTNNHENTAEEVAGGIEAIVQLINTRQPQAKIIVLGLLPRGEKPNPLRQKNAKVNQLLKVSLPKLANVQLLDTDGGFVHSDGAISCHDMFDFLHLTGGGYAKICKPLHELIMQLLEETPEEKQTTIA
GSTO1 counter: inhibitors of recombinant GSTO1, primary screen, counter-screen for RBBP9 inhibitor project, biochemical, fluorescence polarization; Glutathione S-transferase omega-1 (Homo sapiens), P78417; activity-based probe fluorescence polarization; inhibition, % at 5.96 µM; hit rate 1.1% among 300,000;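 active = inhibition above the campaign mean inhibition plus 3 SD, cut at about 35% in these data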;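 note: 0% = GSTO1-1 with DMSO and 100% = wells lacking GSTO1-1 enzyme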
PAFAH1B3 FP inh: PAFAH1B3 enzyme inhibitors, primary screen, biochemical, fluorescence polarization, human; recombinant PAFAH1B3, FP-rhodamine probe; inhibition, % at 3.39 µM; hit rate 0.28% among 340,000; AID 492972, 2010;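 active = inhibition above the screen-wide average of all tested compounds plus 3 SD, cut at about 25% in these data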;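 note: 0% = enzyme with DMSO only and 100% = wells lacking PAFAH1B3 protein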
PME-1 primary: PME-1 inhibitors via competitive probe labeling, primary screen, biochemical, fluorescence polarization, FP-Rh probe, HTS; Protein phosphatase methylesterase 1 (Homo sapiens), Q9Y570; recombinant PME-1; inhibition, % at 5.9 µM; hit rate 0.53% among 320,000;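 active = inhibition above the campaign mean of all compounds plus 3 SD, cut at about 26% in these data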;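 note: competitive labeling of PME-1 active site by serine hydrolase directed probe; 0% = PME-1 with DMSO and 100% = wells lacking PME-1 enzyme; inhibitors block probe labeling so polarization falls and inhibition rises; many of its hits are not listed in these tables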
Target sequence (Q9Y570 whole entry, looked up): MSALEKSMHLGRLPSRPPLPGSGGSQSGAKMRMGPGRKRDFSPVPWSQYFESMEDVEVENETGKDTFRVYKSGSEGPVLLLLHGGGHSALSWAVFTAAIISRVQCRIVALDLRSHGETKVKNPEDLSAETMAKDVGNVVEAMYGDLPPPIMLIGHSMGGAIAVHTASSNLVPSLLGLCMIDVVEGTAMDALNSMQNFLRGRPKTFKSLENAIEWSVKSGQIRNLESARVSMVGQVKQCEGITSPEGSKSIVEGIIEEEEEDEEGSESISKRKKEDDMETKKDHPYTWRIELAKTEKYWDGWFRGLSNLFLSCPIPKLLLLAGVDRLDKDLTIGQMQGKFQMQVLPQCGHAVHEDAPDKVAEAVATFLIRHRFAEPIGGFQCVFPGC
PAFAH2 inh: PAFAH2 enzyme inhibitors, primary screen, biochemical, fluorescence polarization, human | Platelet-activating factor acetylhydrolase 2, cytoplasmic (Homo sapiens), Q99487 | recombinant PAFAH2, FP-rhodamine activity probe | inhibition, % at 3.39 µM | hit rate 0.99% among 340,000;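 active = inhibition above the mean over all tested compounds plus 3 SD, cut at about 30% in these data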;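 note: inhibitors block probe labeling of enzyme so polarization drops; 0% = enzyme with DMSO and 100% = wells lacking PAFAH2 protein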
Fam108B counter: mouse Fam108B serine hydrolase inhibitors, primary screen, counter-screen for RBBP9 inhibitor project, biochemical, fluorescence polarization | inhibition, % at 9.51 µM | recombinant Fam108B, FP-Rh probe fluorescence polarization | AID 1947, 2009 | hit rate 0.33% among 300,000;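 active = inhibition above the screen mean inhibition plus 3 SD, computed separately per campaign, cut at about 18% in these data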;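 note: inhibitors lower polarization as less probe binds the enzyme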
PAD4 FP inh: human PAD4 inhibitors, primary screen, biochemical, fluorescence polarization, 1536-well format; inhibition, % at 6.36 µM; hit rate 0.41% among 330,000; recombinant PAD4, RCA probe fluorescence polarization;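 active = percent inhibition above a cutoff equal to the mean of all tested compounds plus 3 SD, cut at about 15% in these data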;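 note: 0% = PAD4 with RCA probe and DMSO and 100% = probe without PAD4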
pPAFAH FP inh: pPAFAH enzyme inhibitors, primary screen, biochemical, fluorescence polarization, human; Platelet-activating factor acetylhydrolase (Homo sapiens), Q13093; recombinant pPAFAH, FP-rhodamine probe fluorescence polarization; inhibition, % at 3.39 µM; hit rate 1.5% among 330,000; AID 463082, 2010;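 active = inhibition above the mean inhibition across the screen plus 3 SD, cut at about 25% in these data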;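 note: inhibitors block binding of the rhodamine activity-based probe so polarization drops; 0% = enzyme with DMSO and 100% = wells lacking pPAFAH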
Target sequence (Q13093 whole entry, looked up): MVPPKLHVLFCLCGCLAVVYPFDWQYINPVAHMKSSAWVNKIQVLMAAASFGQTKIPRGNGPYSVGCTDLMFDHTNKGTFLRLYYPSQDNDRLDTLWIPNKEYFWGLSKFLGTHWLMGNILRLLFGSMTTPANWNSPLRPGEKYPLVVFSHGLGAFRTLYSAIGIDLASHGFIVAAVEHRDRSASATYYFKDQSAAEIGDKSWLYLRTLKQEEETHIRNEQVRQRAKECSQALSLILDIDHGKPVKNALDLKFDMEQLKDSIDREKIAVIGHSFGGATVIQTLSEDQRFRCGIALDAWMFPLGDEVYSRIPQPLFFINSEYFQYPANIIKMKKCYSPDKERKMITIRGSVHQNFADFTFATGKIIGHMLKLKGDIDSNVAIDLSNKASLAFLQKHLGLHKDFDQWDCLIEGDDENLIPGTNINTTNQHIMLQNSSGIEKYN
* = called active by the depositor; . = no result given. Not all compounds are listed, so the mix of outcomes need not match the whole.

SMILES	LYPLA1 counter	PAFAH1B2 FP inh	GSTO1 counter	PAFAH1B3 FP inh	PME-1 primary	PAFAH2 inh	Fam108B counter	PAD4 FP inh	pPAFAH FP inh
Cc1cc(NS(=O)(=O)c2ccc(NC(=O)c3ccc([N+](=O)[O-])s3)cc2)nc(C)n1	.	11	.	16	.	9	.	-8	3
COc1ccc(C(=O)NC(C)c2cnn(-c3ccccn3)c2C)o1 (stereo not drawn)	0	1	2	7	-7	7	3	-3	7
CCOc1cc(N2CCOCC2)c(OCC)cc1NC(=O)c1cc(C)cc(C)c1	-1	4	-2	9	6	7	0	-1	2
COc1ccc(OC)c2sc(NC(=O)C3COc4ccccc4O3)nc12 (stereo not drawn)	-1	5	-7	16	4	5	5	-4	9
Cc1ccc(C)c(NC(=O)CN(C)C(=O)c2cccc(Oc3ccccc3)c2)c1	.	5	.	3	.	-9	.	-2	0
COc1ccccc1NC(=O)N1CCCC1C(=O)NCc1ccccc1 (stereo not drawn)	3	6	0	5	-4	4	0	-1	4
COC(=O)CNc1c(-c2ccccn2)nc2ccc(Br)cn12	0	2	10	-2	-6	-3	-1	0	8
CCNC(=S)Nc1cc(C(=O)N2CCCC2)ccc1N1CCCC1	-4	3	0	1	-1	-3	1	-1	2
COCCN1CCN(C(=O)C2CCC(=O)N(Cc3ccccc3F)C2)CC1 (stereo not drawn)	-2	1	5	0	2	-3	0	0	5
CN(CCc1ccccc1)C(=O)c1cccc(NC(=O)Cc2cccc([N+](=O)[O-])c2)c1	.	10	.	-6	.	-7	.	4	7
O=C(CN(c1cccc(C(F)(F)F)c1)S(=O)(=O)c1ccc(Cl)c([N+](=O)[O-])c1)NCc1ccccc1	-5	2	6	2	-1	3	1	5	6
COc1ccc(NC(=O)CSc2nc3ccccc3nc2N2CCOCC2)cc1	-1	-3	-1	-5	-1	6	-1	1	17
O=C(NCCCN1CCN(c2ccc(F)cc2)CC1)NC12CC3CC(CC(C3)C1)C2	-3	7	-2	1	0	5	0	-4	5
Nc1nc(SCC(=O)NCC2CCCO2)[nH]c(=O)c1NC(=O)c1ccc(F)c(F)c1 (stereo not drawn)	1	-5	-2	2	5	-9	3	2	-2
O=C(C[n+]1cc(Br)cc2ccccc21)c1ccc(Cl)cc1	-1	5	3	0	5	-2	1	-8	7
Cc1cccc(-c2noc(CNC(=O)c3ccco3)n2)c1	-1	7	6	-2	-8	12	-1	-2	3
COCC1CCN(Cc2c(C(=O)N3CCN(C4CCCCC4)CC3)nc3ccccn23)C1 (stereo not drawn)	1	-1	1	1	0	-4	1	3	-2
O=C1C=C(c2ccc3ncccc3c2)C[C@@H](c2ccc(Cl)cc2)C1	-3	7	.	-1	25	4	.	1	4
COc1ccc(-n2cc(C(=O)c3ccc4ccccc4c3O)cn2)cc1	-3	1	11	-5	-30	-1	0	1	4
CC(=O)c1ccccc1C(=O)N1CCCC(CNC(=O)c2ccccc2Cl)C1 (stereo not drawn)	-1	5	-5	10	1	8	3	4	0

3 compounds already listed, ordered by their value in PAFAH1B3 FP inh, descending:
| SMILES | PAFAH1B3 FP inh |
| --- | --- |
| O=C(NCCCN1CCN(c2ccc(F)cc2)CC1)NC12CC3CC(CC(C3)C1)C2 | 1 |
| COC(=O)CNc1c(-c2ccccn2)nc2ccc(Br)cn12 | -2 |
| COc1ccc(NC(=O)CSc2nc3ccccc3nc2N2CCOCC2)cc1 | -5 |

Other records:
SMILES	LYPLA1 counter	PAFAH1B2 FP inh	GSTO1 counter	PAFAH1B3 FP inh	PME-1 primary	PAFAH2 inh	Fam108B counter	PAD4 FP inh	pPAFAH FP inh
O=P(COCCO)(c1ccccc1)c1ccccc1	-1	7	1	-4	2	-2	-2	0	0
CC(OC(=O)c1ccc(-c2ccc([N+](=O)[O-])cc2)o1)C(=O)NC(N)=O (stereo not drawn)	4	2	-5	5	6	-6	-4	-3	2
O=C(CN1CCCCCC1)Nc1c(Cl)cc(Cl)cc1Cl	1	0	-3	12	-3	2	5	-1	3
COc1ccc(CCNC(=O)c2cnn3cccnc23)cc1OC	1	2	3	6	2	3	5	0	0
CC1CC(C)CN(C(=O)CSCC(=O)Nc2nc(-c3cccs3)cs2)C1 (stereo not drawn)	-4	5	0	2	-3	6	-3	2	4
COC1CCN(Cc2c(C(=O)N3C[C@@H](C)O[C@@H](C)C3)nc3ccc(Cl)cn23)CC1	4	-1	4	4	2	-5	-2	4	4
O=C(NC(=S)Nc1cccc(O)c1)c1ccco1	3	5	-1	3	6	-7	0	-5	1
O=C(COc1ccc2c3c(c(=O)oc2c1)CCC3)NC(Cc1ccc(Cl)cc1)C(=O)O (stereo not drawn)	-2	5	-15	3	-6	3	1	0	3
O=C(Cc1ccccc1[N+](=O)[O-])NCc1ccc(Cl)cc1	-1	4	10	-4	7	3	-1	-2	3
Cc1oc(-c2ccc(Cl)cc2)nc1CS(=O)CC(=O)NCc1ccc2c(c1)OCO2 (stereo not drawn)	-1	-4	2	1	-8	1	2	-1	0
Cc1ccc(NC(=S)NNC(=O)c2c(Cl)c(C)nn2C)cc1	-1	-2	2	-1	-1	8	-1	-2	7
Cc1cc(C)c(O)c(NC(=S)NC(=O)Cc2ccccc2)c1	-1	-1	1	8	5	5	0	-6	9
Cc1sc2ncnc(Oc3ccc(-n4ccnc4)cc3)c2c1C	2	3	-2	-1	3	-4	-2	0	21
C=CCNC(=O)C(C#N)c1nc2ccccc2nc1N1CCN(Cc2ccccc2)CC1 (stereo not drawn)	1	-1	16	3	-9	-2	0	-8	-3
CCN(C(=O)CSc1nc2ccccc2c(=O)n1-c1ccccc1F)C1CCS(=O)(=O)C1 (stereo not drawn)	.	-2	.	4	.	3	.	-2	1
COc1ccc(N/C(N)=N/c2nc(C)cc(C)n2)c(OC)c1	-3	5	-1	2	3	10	4	-2	3
O=C(Nc1ccc(S(=O)(=O)Nc2ncccn2)cc1)c1ccccc1NS(=O)(=O)c1ccc(F)cc1	1	5	-190	0	8	-7	3	0	7
COc1ccc(Br)c(C(=O)NC(C)(C)CO)c1	4	2	2	1	-5	-1	4	1	-4
COc1ccc2nc3cc(Cl)ccc3c(Nc3cc(C(C)C)c(O)cc3C)c2c1	-9	7	-1	21	26	1	16	2	-6
Cc1cc(-n2c(C)cc(C(=O)CSc3nc4ccccc4c(=O)n3Cc3ccco3)c2C)no1	2	0	-5	5	-3	-7	-1	-3	3

No new results follow: entries from further up.
SMILES	LYPLA1 counter	PAFAH1B2 FP inh	GSTO1 counter	PAFAH1B3 FP inh	PME-1 primary	PAFAH2 inh	Fam108B counter	PAD4 FP inh	pPAFAH FP inh
COc1ccc2nc3cc(Cl)ccc3c(Nc3cc(C(C)C)c(O)cc3C)c2c1	-9	7	-1	21	26	1	16	2	-6
Cc1cc(-n2c(C)cc(C(=O)CSc3nc4ccccc4c(=O)n3Cc3ccco3)c2C)no1	2	0	-5	5	-3	-7	-1	-3	3

Going on with the list:
SMILES	LYPLA1 counter	PAFAH1B2 FP inh	GSTO1 counter	PAFAH1B3 FP inh	PME-1 primary	PAFAH2 inh	Fam108B counter	PAD4 FP inh	pPAFAH FP inh
Cc1ccc(C(=O)N/N=C\c2ccc3c(c2)OCO3)cn1	0	-1	2	0	1	8	2	-1	-2
COc1ccc(NC(=O)c2cc(S(=O)(=O)N3CCCC3)cn2C)cc1Cl	0	8	4	4	-3	0	-7	-4	4
COc1ccc(-c2noc(Cc3ccc(Cl)cc3)n2)cc1OC	-1	16	-7	-1	-1	-14	-3	-1	13
O=[N+]([O-])c1ccc(N2CCOCC2)cn1	-1	-1	0	0	-1	7	3	2	1
O=C(CCN1C(=O)c2ccccc2S1(=O)=O)Nc1ccccc1	0	5	0	-3	-1	5	1	-2	-2
COCCCNC(=O)c1ccc(CS(=O)(=O)c2ccc(OC)cc2)o1	0	2	3	2	-4	-9	0	-6	-4
Cc1ccc(NS(=O)(=O)c2c(C)nc3sccn3c2=O)cc1	2	2	9	-6	-1	3	-1	3	4
COc1ccc(-c2nc(-c3ccc(Br)o3)no2)cc1OC	-2	-1	4	-6	-12	-5	-5	1	3
CCOC(=O)c1ccc(N2CN(CC)CNC2=S)cc1	2	-3	0	10	2	7	8	-6	3
CC(=O)c1cccc(NC(=O)N2CCCC2C(=O)NCCC(C)C)c1 (stereo not drawn)	-1	-1	-1	2	2	5	-1	-1	1
CCOc1ccc(C(=O)OCC(=O)N2CCCC2)cc1OCC	-4	2	2	5	-1	21	3	1	5
CC(C)(C)C(=O)N1N=C(c2ccc(NS(C)(=O)=O)cc2)CC1c1cccs1 (stereo not drawn)	-5	5	-8	4	-1	-6	2	-3	6
NC(=O)COc1ccc(-n2cnnn2)cc1	-1	6	9	2	-1	2	2	13	0
COc1ccc(-n2c(C)cc(C)c(C(C)=O)c2=S)cc1	-1	0	7	4	-8	7	6	4	-10
OC(COc1ccc(C2C=CCC2)cc1)CN1CCCCC1 (stereo not drawn)	0	3	-5	4	0	0	-1	-2	5
CCn1cc(CNC(=O)/C=C/c2ccc([N+](=O)[O-])cc2)cn1	0	-2	1	12	-2	0	-2	-3	7
O=C(Cn1nc(-c2ccccc2)ccc1=O)Nc1cccc(NC(=O)c2ccccn2)c1	-1	.	-18	.	-3	.	-20	-3	5
O=C(CSc1c2c(nc3ccc(Cl)cc13)CCCC2)NCc1ccco1	1	9	-28	7	-4	9	0	2	3
Cc1ccc(NC(=O)c2ccc(CSc3nnnn3C)cc2)cc1	0	6	20	8	-13	5	5	4	-3

Some entries already given with just GSTO1 counter, PAFAH2 inh and pPAFAH FP inh:
structure | GSTO1 counter | PAFAH2 inh | pPAFAH FP inh
COc1ccc2nc3cc(Cl)ccc3c(Nc3cc(C(C)C)c(O)cc3C)c2c1 | -1 | 1 | -6
O=C(NC(=S)Nc1cccc(O)c1)c1ccco1 | -1 | -7 | 1
Cc1ccc(NS(=O)(=O)c2c(C)nc3sccn3c2=O)cc1 | 9 | 3 | 4
O=C(CCN1C(=O)c2ccccc2S1(=O)=O)Nc1ccccc1 | 0 | 5 | -2
NC(=O)COc1ccc(-n2cnnn2)cc1 | 9 | 2 | 0
Cc1ccc(C)c(NC(=O)CN(C)C(=O)c2cccc(Oc3ccccc3)c2)c1 | . | -9 | 0
COc1ccc(-c2nc(-c3ccc(Br)o3)no2)cc1OC | 4 | -5 | 3
